Kir21 block = inhibitors of mouse Kir2.1 inward-rectifier potassium channel | HEK293-Kir2.1, FluxOR thallium flux fluorescence; active compounds read low | B-score at 10 µM | Inward rectifier potassium channel 2 (Mus musculus), P35561 | hit rate 0.85% among 310,000;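 active = fluorescence ratio B-score at or below minus 3 SD of library scores, with starting-brightness B-score within 2 SD, cut at about -4.2 in these data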;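 also: channel flux triggered by added potassium and thallium sulfate stimulus; B-score of peak minus minimum fluorescence over baseline after thallium stimulus; more negative B-score means stronger Kir2.1 block with less thallium influx; some compounds called inactive have numbers as strong as hits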
Target sequence (P35561 whole entry, looked up): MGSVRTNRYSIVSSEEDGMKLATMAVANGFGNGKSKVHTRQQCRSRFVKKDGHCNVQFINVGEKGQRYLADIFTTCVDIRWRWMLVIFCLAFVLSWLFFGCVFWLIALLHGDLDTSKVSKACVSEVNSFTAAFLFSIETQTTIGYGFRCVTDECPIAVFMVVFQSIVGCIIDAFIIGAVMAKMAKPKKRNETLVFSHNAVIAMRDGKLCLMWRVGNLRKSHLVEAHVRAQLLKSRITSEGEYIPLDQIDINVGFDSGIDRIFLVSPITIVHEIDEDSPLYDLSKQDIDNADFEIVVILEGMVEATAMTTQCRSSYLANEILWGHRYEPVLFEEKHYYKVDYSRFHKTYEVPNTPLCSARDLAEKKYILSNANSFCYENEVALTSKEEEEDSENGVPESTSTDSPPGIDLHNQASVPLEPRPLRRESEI
CHT block = inhibitors of human choline transporter CHT. High affinity choline transporter 1 (Homo sapiens), Q9GZV3. CHT-expressing cells, membrane potential dye, choline response; active compounds read low. B-score at 10 µM. hit rate 0.86% among 310,000. AID 488975, 2010;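 active = B-score over 3 SD under the library average, and starting fluorescence ratio not unusually high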;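 also: choline stimulus applied at its EC90 after an EC20 pre-addition; B-score computed on integrated fluorescence ratio after choline addition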
Target sequence (Q9GZV3 whole entry, looked up): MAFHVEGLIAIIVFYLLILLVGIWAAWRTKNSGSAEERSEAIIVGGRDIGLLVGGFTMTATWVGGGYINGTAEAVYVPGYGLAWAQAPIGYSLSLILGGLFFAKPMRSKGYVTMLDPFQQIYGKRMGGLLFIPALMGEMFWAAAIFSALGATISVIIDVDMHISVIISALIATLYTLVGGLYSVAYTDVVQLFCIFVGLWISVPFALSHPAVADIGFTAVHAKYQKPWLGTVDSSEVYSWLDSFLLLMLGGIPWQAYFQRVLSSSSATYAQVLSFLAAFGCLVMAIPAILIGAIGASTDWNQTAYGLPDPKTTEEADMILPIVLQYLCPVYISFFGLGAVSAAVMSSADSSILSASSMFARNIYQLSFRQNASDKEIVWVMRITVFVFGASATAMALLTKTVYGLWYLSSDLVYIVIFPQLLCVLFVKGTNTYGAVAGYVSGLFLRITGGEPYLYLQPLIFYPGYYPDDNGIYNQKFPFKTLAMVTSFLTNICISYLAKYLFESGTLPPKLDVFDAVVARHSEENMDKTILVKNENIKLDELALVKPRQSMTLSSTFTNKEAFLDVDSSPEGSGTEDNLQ
KCNQ2 block = KCNQ2 potassium channel inhibitors, primary screen, cell-based, CHO-K1, FluxOR thallium flux, B-score (AID 2156). Potassium voltage-gated channel subfamily KQT member 2 (Rattus norvegicus), O88943. 20 min; active compounds read low. B-score at 10 µM. hit rate 1.1% among 310,000;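 active = fluorescence ratio B-score at most minus 3 library SDs, with starting brightness B-score within 2 library SDs, cut at about -5.5 in these data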
* hit, by the source's call; i = inactive; nt = no result given.

SMILES	Kir21 block	CHT block	KCNQ2 block
COc1ccc(NC(=O)Cn2nnc(C(N)=O)c2N)c(OC)c1	0.17	i	i
CCOC(=O)c1[nH]c2ccc(Br)cc2c1NC(=O)CCN1CCCC(C)(C)C1	0.28	i	i
O=C(CN1C(=O)c2ccccc2C1=O)c1ccccc1	-1.7	i	i
COc1cc(S(=O)(=O)N2CCOCC2)ccc1NC(=O)CSc1n[nH]c(=O)[nH]c1=O	-1.23	i	i
COc1ccccc1NC(=O)Nc1ccccc1C(N)=O	-0.11	i	i
Cn1cc(CCC(=O)NCc2cccc(Cl)c2)c2ccccc21	-0.65	i	i
C=C(C)C1CC=C(C)/C(=N\NC(=O)CNc2cccc3ccccc23)C1 (stereo not given)	0.45	i	i
NC(=O)COc1ccccc1C(=O)NC12CC3CC(CC(C3)C1)C2	0.23	i	i
CNC(=O)c1sc(Nc2ccc(OCc3ccccc3)cc2)nc1C	-0.18	i	i
CCOC(=O)c1ccc2[nH]cc(C(C)=O)c(=O)c2c1	0.18	i	i
CN(CCOc1ccccc1Cl)Cc1ccccc1	-0.62	i	i
COc1ccc(S(=O)(=O)CCc2nc3ccccc3s2)cc1	0.28	i	i
COc1ccc(NC(=O)[C@H](C)NC(=O)[C@@H]2Cc3ccccc3CN2C(=O)OC(C)(C)C)cc1	-0.05	i	i
O=C(CSc1n[nH]c(-c2ccncc2)n1)Nc1ccc(F)cc1	0.88	i	i
CCN(CCCNC(=O)C1CCN(S(=O)(=O)c2c(C)[nH]c(=O)[nH]c2=O)CC1)c1cccc(C)c1	-0.75	i	i
O=C(NCC1CC1)c1ccc2c3n(nc2c1)-c1ccc(Cl)cc1CO3	1.02	i	i
CC1CCCN(C(=S)Nc2ccc(S(=O)(=O)N3CCCCC3)cc2)C1 (stereo not given)	0.07	-12.8*	i
NC(=S)N/N=C/c1ccc(-c2cc(Cl)cc(Cl)c2)o1	-0.04	i	i
CC1Cc2ccccc2N1C(=O)CSc1nnc2n1C(C)(C)Cc1ccccc1-2 (stereo not given)	1.12	i	i
COc1ccc(/C=C2\N=C(C)OC2=O)cc1OC(C)=O	0.03	i	i

The last three entries of the part before open the next one:
SMILES	Kir21 block	CHT block	KCNQ2 block
NC(=S)N/N=C/c1ccc(-c2cc(Cl)cc(Cl)c2)o1	-0.04	i	i
CC1Cc2ccccc2N1C(=O)CSc1nnc2n1C(C)(C)Cc1ccccc1-2 (stereo not given)	1.12	i	i
COc1ccc(/C=C2\N=C(C)OC2=O)cc1OC(C)=O	0.03	i	i
CC(C)(C)C(=O)OCc1cn(-c2ccccc2)nn1	-0.26	i	i
CCN(CC)S(=O)(=O)c1ccc(NC(=O)CCNC(=O)c2ccco2)cc1	0.1	i	i
C/C(=N\NC(=O)c1ccco1)c1ccc(NC(=O)C(F)(F)F)cc1	1.71	nt	i
CCOC(=O)C1CCN(C(=O)COC(=O)CNC(=O)c2ccc(OC)cc2)CC1	0.04	i	i
CCNC(=S)Nc1cc(OC)c(NC(=O)c2ccco2)cc1OC	-1.26	i	i
CCCn1c2ccccc2c2nnc(SCC(=O)Nc3ncccn3)nc21	0.42	i	i
COc1ccc(N2CC(O)=C(c3nc(-c4ccc(F)cc4)cs3)C2=N)cc1	-0.19	i	i
CC1(c2cc(C(F)(F)F)n3nc(C(=O)O)cc3n2)CC1	1.38	i	i
C/C(=N\O)C1(C)N(O)C(C)(C)C(c2ccc(Br)cc2)=[N+]1[O-] (stereo not given)	-0.22	i	i
COc1ccc(C(=O)NNC(=O)CCC(=O)Nc2ccc(C)cc2C)cc1	-0.36	i	i
COc1ccc(CC(=O)Nc2ccc(S(=O)(=O)Nc3ncccn3)cc2)cc1OC	-0.36	i	i
COCCN1C(=O)c2ccccc2C(C(=O)Nc2ccc3c(c2)OCCO3)C1c1ccc(F)cc1 (stereo not given)	-0.78	i	i
COC(=O)c1ccccc1SCC(=O)Nc1ccc(N2CCOCC2)cc1	1.79	i	i
O=C(NCC1CCCC(CNC(=O)Nc2ccc(Cl)cn2)C1)Nc1ccc(Cl)cn1 (stereo not given)	-0.26	i	i
O=C(O)c1ccc(N2C(=O)c3cccnc3C2=O)cc1	0.98	i	i
c1ccc(CC2CNc3ccccc3CN2)cc1 (stereo not given)	-0.04	i	i
CCC(C)NS(=O)(=O)c1cccs1 (stereo not given)	1.16	i	i
Cc1ccc(NC2CCCN(C(=O)CCC3(C)CC3)C2)cc1C (stereo not given)	-3.83	i	i
CCOC(=O)NC(=S)c1ccc[nH]1	-0.8	i	i
O=C1CCCN1CCCNC(=S)Nc1ccccc1Cl	-1.85	i	i
CCCCCCn1c(Br)nc2c1c(=O)n(C)c(=O)n2C	0.2	i	i
O=C(Nc1ccc(-c2cscn2)cc1)C1CCCN(Cc2ccccc2)C1 (stereo not given)	-1.28	i	i
Cc1ccc(Cl)cc1NC(=O)C(Cc1ccccc1)N1C(=O)C2C3CCC(C3)C2C1=O (stereo not given)	0.5	i	i
O=C(Nc1ccc2ccccc2c1)c1ccc(NS(=O)(=O)c2ccc(Br)s2)cc1	-0.01	i	i
CC1(OC(=O)C2CCCC2)C(=O)C=C2C=C(c3ccsc3)N(C3CCCCC3)C=C2C1=O (stereo not given)	0.02	i	i
CC(C)Cn1c(N)c(C(=O)COC(=O)c2cnc(Cl)c(Cl)c2)c(=O)n(C)c1=O	0.57	i	i
CN1C(=O)/C(=C/c2ccc(C(F)(F)F)cc2)Sc2ccc(C(=O)N3CCN(c4ccccn4)CC3)cc21	-0.05	i	i
Cc1cccc(C)c1NC(=O)CSCCO	-0.95	i	i
CCC(CC)NC(=O)COC(=O)c1cc(Br)ccc1Cl	-0.04	i	i
CC(=O)N(CCc1cccc(C)c1)Cc1cc2cc(C)ccc2[nH]c1=O	0.86	i	i
COc1cc(NS(=O)(=O)c2ccc(NC(=O)CN3C(=O)c4ccccc4C3=O)cc2)ncn1	0.01	i	i
O=C(NC1CCC(NC(=O)C(F)(F)C(F)F)CC1)C(F)(F)C(F)F (stereo not given)	0.03	i	i
CCOc1cc(CNS(=O)(=O)c2ccc3c(c2)CC(=O)N3C)cc(OCC)c1OCC	0.02	i	i
Brc1ccc(-c2csc(N/N=C/c3ccco3)n2)cc1	1.25	i	i
CCOc1cc(/C=N/Nc2ncc(C)c(=O)[nH]2)ccc1O	-1.46	i	i
COc1ccccc1/C=C/CN1CCN(c2ccccc2)CC1	0.64	i	i
O=c1[nH]c(=O)n(CCO)c2nnn(Cc3ccccc3)c12	1.14	i	i
Cc1ccc(S(=O)(=O)c2ccc([N+](=O)[O-])cn2)cc1	-2.83	i	-5.97*
Cc1ccc2[nH]c(=O)c3cc(C(=O)N(CCCOC(C)C)Cc4ccco4)sc3c2c1	-1.2	i	i
CCCc1cc(=O)n2[nH]c(CCc3ccccc3)nc2n1	-0.89	i	i

Ordered by molecular weight (ascending): three of the compounds above
SMILES	Kir21 block	CHT block	KCNQ2 block
CCOc1cc(/C=N/Nc2ncc(C)c(=O)[nH]2)ccc1O	-1.46	i	i
CC(C)Cn1c(N)c(C(=O)COC(=O)c2cnc(Cl)c(Cl)c2)c(=O)n(C)c1=O	0.57	i	i
CC1(OC(=O)C2CCCC2)C(=O)C=C2C=C(c3ccsc3)N(C3CCCCC3)C=C2C1=O (stereo not given)	0.02	i	i

Next section
SMILES	Kir21 block	CHT block	KCNQ2 block
O=C(Nc1ccc(Br)cn1)c1cccc2c1-c1ccccc1C2=O	0.31	i	i
CN(C)CC(O)COC(c1ccc(Cl)cc1)c1ccc(Cl)cc1 (stereo not given)	-3.75	i	i
O=C(C1=C(O)C(=O)N(Cc2ccccc2)C1c1ccco1)c1ccco1 (stereo not given)	-1.73	i	i
Nc1cc([N+](=O)[O-])ccc1Nc1ccccc1	0.62	i	i
CCN(CC)C(=O)C1CCN(Cc2ccc(Br)cc2)CC1	1.5	i	i
COC(=O)NNC(=O)c1ccc(C)c(Br)c1	0.94	i	i
O=C(CCl)Nc1cc(-c2ccccc2)nn1-c1ccccc1	-0.97	i	i
CCOC(=O)C1CCN(C(=O)CSc2cc(=O)n(C)c3ccccc23)CC1	1.75	i	i
CCOC(=O)N1CCN(S(=O)(=O)c2ccc(Br)s2)CC1	0.48	i	i
CC1=C(C(=O)Nc2cccc(C(=O)NCc3ccccc3C)c2)SCCO1	-0.92	i	i
COc1ccc2c(c1)CCc1c(C(=O)N3CC4(C)CC3CC(C)(C)C4)noc1-2 (stereo not given)	0.7	i	i
Cn1c(SCc2ccccc2C#N)nnc1-c1ccncc1	0.94	i	i
CC(=O)N1CCOc2ccc(S(=O)(=O)Nc3ncccc3C)cc21	-0.31	i	i
Cn1c(N)c(C(C[N+](=O)[O-])c2ccccc2Cl)c(=O)n(C)c1=O (stereo not given)	-0.63	i	i
CCOC(=O)/C(C#N)=C/c1cc(C)n(-c2ccc(C)cc2)c1C	-0.21	i	i
Cc1nnc(NC(=O)c2ccc(-c3ccc(Cl)cc3)o2)s1	-0.01	i	i
COC(=O)c1ccc(N2CCN(S(=O)(=O)c3ccccc3)CC2)c([N+](=O)[O-])c1	2.2	i	i
Cc1ccc(NC(=O)CSc2nc(=O)n(CCCN(C)C)c3c2CCC3)c(C)c1	1.3	i	i
COc1ccc(OC)c(NC(=O)CN(C)CCOc2ccc(Br)cc2)c1	-0.52	i	i
CCc1cc2c(=O)c(-c3ccc4c(c3)OCCO4)coc2c(CN2CCCCC2C)c1O (stereo not given)	-0.42	i	i

One compound at a time, from the list above.
Entry for Cc1ccc(NC(=O)CSc2nc(=O)n(CCCN(C)C)c3c2CCC3)c(C)c1 = Kir21 block: 1.3; CHT block: i; KCNQ2 block: i
Entry for CCc1cc2c(=O)c(-c3ccc4c(c3)OCCO4)coc2c(CN2CCCCC2C)c1O (stereo not given) = Kir21 block: -0.42; CHT block: i; KCNQ2 block: i
Entry for O=C(C1=C(O)C(=O)N(Cc2ccccc2)C1c1ccco1)c1ccco1 (stereo not given) = Kir21 block: -1.73; CHT block: i; KCNQ2 block: i

Other records:
SMILES	Kir21 block	CHT block	KCNQ2 block
Cc1n[nH]c(=O)c2c(NC(=O)COC(=O)c3cccc(OC(F)F)c3)oc(C)c12	0.3	i	i
Cc1c(C(=O)c2cccc([N+](=O)[O-])c2)c2ccccn2c1CCC#N	1.41	i	i
CC1(C(=O)Nc2c(F)c(F)c(F)c(F)c2F)CC1(Br)Br (stereo not given)	-0.25	i	i
COc1ccc(C(O)(CCN2CCCCC2)C2CCCCC2)cc1 (stereo not given)	0.17	i	i
O=C1C2CC=CCC2C(=O)N1CC1CCCO1 (stereo not given)	-1.89	i	i
Cc1ccc(C(=O)OCC(=O)Nc2sc3c(c2C#N)CCC3)cc1	1.89	i	i
O=C(NC1CC1)c1ccc2snnc2c1	1.27	i	i
O=C(NNC(=O)c1cccc(-n2cccc2)c1)c1ccc(F)cc1	-0.03	i	i
Cn1c2ccc(F)cc2c2ncn(Cc3ccccn3)c(=O)c21	-0.07	i	i
S=c1[nH]nc(CN2CCCC2)n1Cc1ccccc1	-1.89	i	i
Cc1ccc2c(c1)N(C(=O)CCC(=O)NCc1cccc(Cl)c1)CC(C)O2 (stereo not given)	-0.14	i	-5.69*
COc1ccc(OC)c(C2=NOC(C(=O)Nc3cccc(C(C)=O)c3)C2)c1 (stereo not given)	-0.12	i	i
O=C(Cc1ccc(S(=O)(=O)N2CCCC2)s1)NC1CCCCCC1	-0.52	i	i
CC1c2nc3ccccc3n2C(CC(=O)NCCCN2CCOCC2)C(=O)N1Cc1ccccc1 (stereo not given)	1.03	i	i
Cn1c(CCc2ccccc2)n[nH]c1=S	1.32	i	i
CCN1C(=O)C(O)(CC(=O)c2ccc(-n3cccc3)cc2)c2ccccc21 (stereo not given)	0.78	i	i
N#CC(C#N)=Cc1ccc(-c2ccc(S(=O)(=O)N=C(N)N)cc2)o1	-1.32	i	i
CCC(C)C(=O)OCC1(c2ccc(C)cc2OC(=O)C(C)C)CO1 (stereo not given)	-0.66	i	i
CCOC(=O)/C(=N/Nc1ccc(Cl)cc1)Sc1nnnn1-c1ccc(C)cc1	2.19	i	i
COc1ccc(CCNC(=O)C(=O)NCC2OCCN2S(=O)(=O)c2ccccc2)cc1 (stereo not given)	0.84	i	i
COC(=O)/C(=C\c1ccc2c(c1)c1ccccc1n2C)NC(=O)c1ccccc1	-0.38	i	-7.6*
CCOc1cc(NC(=S)NCC2CCCO2)c(OCC)cc1NC(=O)c1ccc(C)cc1 (stereo not given)	-0.69	i	i
COc1ccc(S(=O)(=O)c2c(O)c3ccc(C(=O)Nc4ccccc4)cc3[nH]c2=O)cc1	0.43	i	i
Cc1cc(Br)ccc1OCC(=O)NC1CCCC1	-0.34	i	i
COC(=O)CCSCC(=O)N1N=C(c2ccc(Br)cc2)CC1c1cccc(OC)c1OC (stereo not given)	-0.18	i	i
O=C(CSc1ncccn1)NCc1ccccc1Cl	-2.32	i	i
COC(=O)C(C)(C)ONC(=O)Nc1ccccc1Cl	0.02	i	i
COc1ccccc1C1CC(=O)n2c(nc(-c3ccccc3)c2-c2ccccc2)S1 (stereo not given)	0.63	i	i
Cc1nc(-c2cccc(S(=O)(=O)N3CCC(C)CC3)c2)cs1	-0.64	i	i
CCOC(=O)[C@@H]1[C@H]2COc3cc(OC)ccc3[C@@H]2N2C(=O)N(c3ccc(Br)cc3)C(=O)[C@@]12C	-0.21	i	i
Oc1ccc2ccccc2c1CN1CCN(c2ccccc2)CC1	0.34	i	i
